# Assay outcomes (PubChem BioAssay)
# STAT3 act: IL-6 driven STAT3 reporter potentiators, primary screen, U3A cells, luciferase, luminescence, MLSCN library; IL-6 STAT3-luciferase reporter; 100% = signal with IL-6 EC80 alone; activation (% of control), % at 5.6 µM; actives 0.91% (n = 190,000); AID 871, 2007;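 active = activation above the screen-wide mean of compound activation plus 3 SD, cut at about 130% in these data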;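 note: 0% = background luminescence of wells with medium and substrate only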
#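 Material: STAT3-luciferase reporter U3A cells; Probe or stimulus: IL-6 (33 ng/mL); Incubation: compound pre-incubation 1 h before IL-6, then 6 h stimulation at 37 °C; Technique: luminescence from STAT3-driven luciferase reporter; Evaluation: % activation versus median of IL-6-stimulated wells; Controls: IL-6-only high control.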
# bIAP inhibitor: bovine intestinal alkaline phosphatase inhibitors, primary screen, selectivity assay for TNAP inhibitor project, biochemical, bovine IAP, CDP-star luminescence; purified bovine IAP, 30 min; inhibition, % at 20 µM; 190,000 tested, under 10 active; AID 1019, 2008;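 active = over 50% inhibition of intestinal alkaline phosphatase at 20 µM in the single-dose screen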
#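 test system = bovine IAP enzyme | medium = DEA buffer 100 mM, pH 9.8, with MgCl2 1.0 mM, ZnCl2 0.02 mM | detection = luminescence | dosing = single compound dose of 20 µM, 2% DMSO final | incubation = 30 min reaction at room temperature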
# ROMK mod: ROMK potassium channel modulators, primary screen, cell-based, thallium flux, MLSMR library. actives 2% (n = 130,000). Tet-inducible ROMK, thallium flux fluorescence; actives lie on both sides. ATP-sensitive inward rectifier potassium channel 1 (Homo sapiens), P48048. B-score at 10 µM. AID 1918, 2009;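 active = signal ratio slope over the read window, or its plate-corrected B-score, at least 3 SD from the plate mean, either direction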;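 note: B-score of the F/F0 ratio slope over 7 to 12 s after thallium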
# Target sequence (P48048 whole entry, looked up): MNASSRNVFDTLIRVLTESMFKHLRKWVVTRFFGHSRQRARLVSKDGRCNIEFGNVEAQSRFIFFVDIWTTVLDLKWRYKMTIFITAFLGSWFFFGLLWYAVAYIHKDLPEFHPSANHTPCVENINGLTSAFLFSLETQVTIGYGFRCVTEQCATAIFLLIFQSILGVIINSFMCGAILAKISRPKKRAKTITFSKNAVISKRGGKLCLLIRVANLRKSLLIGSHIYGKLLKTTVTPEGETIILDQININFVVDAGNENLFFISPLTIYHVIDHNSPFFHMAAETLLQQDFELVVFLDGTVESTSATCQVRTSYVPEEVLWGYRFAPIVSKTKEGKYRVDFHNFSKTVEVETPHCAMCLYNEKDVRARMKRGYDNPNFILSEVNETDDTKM
# PPARg SRC-2 ag: agonists of PPARg-SRC-2 recruitment, primary screen, biochemical, HTS; actives 0.34% (n = 200,000); activation, % at 8 µM; Peroxisome proliferator-activated receptor gamma (Homo sapiens), P37231; PPARgamma LBD-SRC-2 recruitment; AID 1032, 2008; in the data active = activation above about 22%;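 note: 0% = vehicle and 100% = reference agonist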
# Target sequence (P37231 whole entry, looked up, the tested form may be a part): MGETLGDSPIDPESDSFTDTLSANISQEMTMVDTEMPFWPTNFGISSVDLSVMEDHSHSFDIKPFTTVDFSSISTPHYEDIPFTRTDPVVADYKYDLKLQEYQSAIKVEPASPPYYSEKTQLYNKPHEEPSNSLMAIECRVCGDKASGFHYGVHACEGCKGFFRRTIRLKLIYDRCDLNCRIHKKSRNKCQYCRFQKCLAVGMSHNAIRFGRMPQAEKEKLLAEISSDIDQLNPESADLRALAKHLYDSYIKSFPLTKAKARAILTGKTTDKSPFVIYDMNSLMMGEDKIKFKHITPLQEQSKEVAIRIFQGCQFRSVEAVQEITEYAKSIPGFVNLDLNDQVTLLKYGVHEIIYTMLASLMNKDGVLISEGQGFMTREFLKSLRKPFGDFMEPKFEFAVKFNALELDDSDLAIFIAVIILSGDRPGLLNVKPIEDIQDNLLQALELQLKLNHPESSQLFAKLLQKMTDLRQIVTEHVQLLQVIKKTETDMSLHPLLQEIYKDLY
# PPARg SRC-1 ag: PPARgamma agonists recruiting SRC-1 coactivator, primary screen, biochemical; activation, % at 8 µM; AID 631, 2007; Peroxisome proliferator-activated receptor gamma (Homo sapiens), P37231; PPARgamma-SRC-1 coactivator recruitment biochemical assay; actives 0.41% (n = 200,000); in the data active = activation above about 19%;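 note: 0% = DMSO and 100% = reference agonist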
# SRC2 TRFRET art: TR-FRET signal artefacts, primary screen, artefact control for PPARgamma SRC-2 agonist project, biochemical. AID 1049, 2008. TR-FRET artefact counter-screen; stronger effect = higher value. actives 0.4% (n = 200,000). TR-FRET ratio at 8 µM; in the data active = TR-FRET ratio above about 2000; note: inactives centre near 1500
# TNAP act hiacc: TNAP activators at high phosphate acceptor level, primary screen, biochemical, luminescence, uHTS; Alkaline phosphatase, tissue-nonspecific isozyme (Homo sapiens), P05186; purified TNAP, CDP-star luminescence, 1 M DEA, 30 min; stronger effect = higher value; 0 = EDTA background, 1 = DMSO-only activity; activation factor at 20 µM; 200,000 tested, under 10 active; AID 1136, 2008;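 active = activation factor at least 2 at 20 µM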
#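 Dosing: 20 µM single point. System: human TNAP. Amount: TNAP 1/800 final. Incubation: 30 min, room temperature. Read-out: TNAP activation factor scaled between EDTA and DMSO control wells. Signal: luminescence from CDP-star hydrolysis. Medium: 1 M DEA, pH 9.8, Mg2+, Zn2+. Control set: EDTA negative control, DMSO positive control.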
# STAT1 blocker: STAT1 signaling inhibitors, primary screen, cell-based, HTS, luciferase reporter | AID 920, 2007 | inhibition, % at 5.5 µM | NIH 3T3 STAT1-luciferase reporter, IFN-gamma, luminescence | actives 0.35% (n = 200,000);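 active = inhibition above a set limit, the mean inhibition across all tested compounds plus 3 SD, cut at about 34% in these data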;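 note: 0% = IFN-gamma with DMSO and 100% = IFN-gamma with 300 µM nifuroxazide; values of inactives mirror those of a sister screen read the other way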
# PPARg SRC-3 ag: PPARgamma agonists recruiting SRC-3 coactivator, primary screen, biochemical | actives 0.26% (n = 200,000) | AID 731, 2007 | activation, % at 8 µM | biochemical PPARgamma/SRC-3 coactivator recruitment assay | Peroxisome proliferator-activated receptor gamma (Homo sapiens), P37231; in the data active = activation above about 23%;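 note: 0% = DMSO and 100% = reference agonist; some compounds past the cut are filed as inactive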
# bIAP act: bovine intestinal alkaline phosphatase activators, primary screen, biochemical, bovine IAP, CDP-star luminescence; activation factor at 20 µM; actives 0.17% (n = 200,000); alkaline phosphatase, intestinal [Bos taurus]; purified bovine IAP, 30 min; stronger effect = higher value; fold of DMSO-control signal, blank-subtracted; AID 1016, 2008;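 active = activation factor of 2 or more at 20 µM, a signal rise over negative controls twice the positive control's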
# STAT3 inh: IL-6 driven STAT3 reporter inhibitors, primary screen, U3A cells, luciferase, luminescence, MLSCN library. IL-6 STAT3-luciferase reporter; host cell line lacks STAT1. inhibition, % at 5.5 µM. actives 0.89% (n = 190,000);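 active = inhibition above the mean inhibition across all screened compounds plus 3 SD, cut at about 44% in these data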;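 note: 0% = DMSO only wells and 100% = 100 µM nifuroxazide control wells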
# Starred values were filed as active, the others as inactive; · = no result given. Outcome played no part in choosing rows (roughly 3.7% active in at least one column).
Compound	STAT3 act	bIAP inhibitor	ROMK mod	PPARg SRC-2 ag	PPARg SRC-1 ag	SRC2 TRFRET art	TNAP act hiacc	STAT1 blocker	PPARg SRC-3 ag	bIAP act	STAT3 inh
Cc1ccc(S(=O)(=O)NCC(=O)OCc2nnc(-c3ccccc3)o2)cc1C	106	7	0.032	-5	-9	1603	1	-2	0	0.9	-7
Cc1cc(NS(=O)(=O)c2ccc(N3C(=O)C4C5C=CC(C5)C4C3=O)cc2)nc(C)n1 (stereo unspecified)	95	12	·	-2	-2	1493	1	12	3	0.9	5
COc1cccc(-c2cc(C(=O)NCCCn3ccnc3)c3ccccc3n2)c1	97	5	-0.62	4	11	1727	1	2	2	0.9	7
COc1ccc(OCCSc2ncccn2)cc1	102	14	·	6	8	1532	1	-51	8	0.9	0
CC(=O)c1n[nH]nc1Nc1nc(C)cc(C)n1	100	35	·	4	-5	1430	1	-1	-17	0.7	3
CCc1cc[n+](/C(C(=S)Nc2cccc(C)c2)=C(/[O-])c2ccc(C)c([N+](=O)[O-])c2)cc1	99	13	·	1	9	1586	1	5	-4	0.9	-4
COc1cccc(C(Nc2ccccn2)c2c(NC(=O)c3ccco3)sc(C)c2C)c1 (stereo unspecified)	105	11	·	1	0	1427	1	-3	6	0.9	-10
CCOC(=O)c1ccccc1NC(=O)CSc1nnnn1C	105	-13	·	-9	1	1410	1	-2	-13	1.1	-3
CCN(CC)S(=O)(=O)c1ccc(N2CCOCC2)c(NC(=O)c2cccc(C#N)c2)c1	97	-10	0.15	-2	8	1692	1	8	-3	1.1	5
CC(C)CC(=O)Nc1ccc(-c2nc3ccccc3c(=O)o2)cc1	92	3	·	3	6	1568	1	19	3	1	12
Cc1ccccc1OCC(=O)Nc1cccc(N(C)S(C)(=O)=O)c1	105	20	0.046	10	3	1565	1	-5	-17	0.8	-6
Cc1c(C)n(C)c2ccc([N+](=O)[O-])cc12	78	3	·	4	-1	1531	1	6	8	1	29
CCOC(=O)Cc1csc(NC(=O)CSc2nnnn2-c2ccc(F)cc2)n1	92	4	-0.24	2	7	1649	1.1	3	4	1	12
Cc1ccc(S(=O)(=O)CCc2nc3ccccc3s2)cc1C	115	12	·	8	6	1643	1.1	1	4	0.9	-14
Nc1nn(S(=O)(=O)c2ccccc2)cc1-c1cccc([N+](=O)[O-])c1	102	18	-0.055	8	15	1464	1	5	1	0.8	3
CN(C)CCOC(C1CCCCC1)C1CCCCC1	100	2	-1	4	4	1664	1	0	8	1	6
O=C(O)c1cccnc1Nc1ccc(Cl)cc1	108	-7	0.76	7	-5	1325	1	-45	2	1.1	-11
Cc1ccccc1OCC(=O)N1N=C(c2cccnc2)CC1(O)C(F)(F)F (stereo unspecified)	98	7	·	-1	2	1608	1	0	4	0.9	2
c1ccc(CSc2nnc3ccc(-c4cccs4)nn23)nc1	86	-8	0.83	5	3	1535	1	-21	1	1.1	20
CCN1CCN(c2ccc(NC(=O)CCc3c(C)nc4c(-c5ccc(F)cc5)c(C)nn4c3C)cc2)CC1	107	-20	-0.95	2	1	1552	1	-1	8	1.2	-1
Cc1cccc(OCCC(=O)Nc2ccc(F)c(Cl)c2)c1	92	-7	-0.72	3	-1	1535	1	-5	-1	1.1	7
CCCc1nnc(SCC(=O)N2CCCC(C)C2)n1CC1CCCO1 (stereo unspecified)	106	4	·	10	4	1895	1	-1	16	1	-3
COC(=O)c1cc(OC)c(OC)cc1NC(=O)CCc1ccc(C)o1	100	-3	·	10	0	1538	1	4	3	1	4
Cc1cccc(-n2c(SCCC(=O)O)nnc2-c2cccs2)c1C	103	3	·	10	12	1718	1	0	2	1	2
Cc1cc2ccccc2n2c(SCC(=O)N3CCOCC3)nnc12	96	10	-1	13	14	1740	1.1	-17	8	0.9	7
C=CCn1c(SCc2csc(C)n2)nc2scc(-c3ccc(C)o3)c2c1=O	106	-6	·	8	0	1672	1	-3	7	1.1	-7
CN1C(=O)c2ccc(N(C)C)cc2C1=O	94	-5	-0.3	4	7	1517	0.9	4	8	1	12
CCN(CC)C(=O)CN1CCC(n2c(C)nc3cc(C(F)(F)F)ccc32)CC1	101	2	·	-5	-4	1446	1	3	7	1	5
C=CCOc1ccc(C2/C(=C(\O)c3c(C)[nH]c(C(=O)OC)c3C)C(=O)C(=O)N2CCN(C)C)cc1 (stereo unspecified)	103	2	·	4	3	1562	1	0	4	1	1
O=C(O)C1CSC(c2coc3ccccc3c2=O)N1 (stereo unspecified)	100	5	0.78	-1	4	1497	1	7	2	0.9	0

# (next part)
Compound	STAT3 act	bIAP inhibitor	ROMK mod	PPARg SRC-2 ag	PPARg SRC-1 ag	SRC2 TRFRET art	TNAP act hiacc	STAT1 blocker	PPARg SRC-3 ag	bIAP act	STAT3 inh
Cc1ccc(C)c(NC(=O)c2cnc3n(c2=O)CCS3)c1	95	1	-0.47	-3	-1	1469	1	-2	-2	1	9
CCOC(=O)N1CCN(C(=O)c2ccc(-n3c(C)ccc3C)cc2)CC1	111	10	·	-2	-2	1535	1	-3	3	0.9	-7
COc1ccc(C2(O)CCN(CC(=O)Nc3nc(-c4ccccc4)cs3)CC2)cc1	106	-13	-0.78	4	-1	1592	0.8	-5	3	1.1	-1
O=C(c1cc(Cl)c(=O)n(Cc2ccccc2)c1)N1CCOCC1	94	6	·	16	11	1550	1	-6	2	0.9	17
Cc1ccc(/C=N/Nc2cccc(C(=O)O)c2)s1	116	11	·	-6	4	1370	1	22	3	0.9	-16
COC(=O)c1sccc1-c1ccc(/C=N/OCc2c(Cl)cccc2Cl)o1	93	10	·	3	1	1575	1	5	0	0.9	11
CSCC[C@H](NC(=O)c1nn(C)c(=O)c2ccccc12)c1nc2ccccc2[nH]1	112	-2	·	11	0	1571	1.1	-2	8	1	-14
Cc1ncc(CN2CCC(CO)(CCc3ccccc3)CC2)s1	97	-6	0.34	7	-4	1673	1	-10	2	1.1	8
O=C(C(c1ccccc1)c1ccccc1)N1CCN(CCN2C(=O)c3cccc4cccc(c34)C2=O)CC1	95	1	-1.8	11	5	1462	1	-1	0	1	10
CC(C)C(NC(=O)C(NC(=O)C1OC2OC(C)(C)OC2C2OC(C)(C)OC12)C(C)C)C(=O)O (stereo unspecified)	101	5	1.8	-2	-3	1530	1	-1	-1	0.9	6
O=C(CSCc1ccc(Br)cc1)N1CCCC1	100	6	0.0088	2	7	1647	1.1	-16	0	0.9	5
CCCNC(=O)COC(=O)CCC(=O)c1ccc(F)cc1	100	4	-1	7	4	1624	1	2	8	1	6
Nc1nc2c(ncn2COC(CO)CO)c(=O)[nH]1	105	8	·	-2	-2	1395	1	6	-3	0.9	-3
C/C(=N\NC(=O)c1ccc(Cn2cc(Br)cn2)o1)c1cccc(NC(=O)C(C)(C)C)c1	87	6	-1.1	5	0	1406	1	4	1	0.9	19
O=C(c1nnc(Cc2ccc(Cl)cc2)o1)N1CCOCC1	101	6	-0.21	3	5	1421	1	-7	2	0.9	-2
COC(=O)c1ccc(NC(=O)CSc2nnc(Cc3cccn3C)n2-c2ccc(F)cc2)cc1	106	-6	·	-3	-4	1481	1	14	4	1.1	-7
Cn1c(Br)nc2c1c(=O)n(CC(O)COc1ccccc1)c(=O)n2C (stereo unspecified)	86	2	·	1	4	1571	1.1	7	-5	1	20
N#CCc1nn2c3c(cnc2c1C#N)C(=O)CCC3	106	-11	0.46	4	2	1574	1	-9	5	1.1	-2
CC(C)C(=O)NC(NC(=S)NC1CCS(=O)(=O)C1)C(Cl)(Cl)Cl (stereo unspecified)	97	6	-0.036	2	0	1535	1	-5	3	0.9	8
CC1CN(C(=O)COC(=O)c2cccs2)CC(C)O1 (stereo unspecified)	100	1	·	0	4	1405	1.1	6	-4	1	7
CCOC(=O)C(NC(=O)c1ccccc1)(Nc1cccc(C)n1)C(F)(F)F (stereo unspecified)	94	-1	-0.44	-5	1	1463	1	7	-2	1	15
CN1CCCCCC1=NC1=C(C#N)CCCC1	97	6	0.078	-3	0	1474	1	-3	-3	0.9	7
CC(=O)C1=C(NC(=O)c2ccc(F)cc2)CC2C1C2(C)C (stereo unspecified)	91	4	·	7	0	1721	1	6	9	1	15
O=C(C1CC1)N1CCc2cc(Br)cc(S(=O)(=O)N3CCN(c4ccccn4)CC3)c21	103	-12	·	0	-2	1473	1.1	-4	-2	1.1	3
COC(=O)N/N=C/c1cc(OC)c(O)c([N+](=O)[O-])c1	92	-2	0.46	7	10	1665	0.8	1	12	1	13
Cc1nc2ccccn2c1-c1csc(NCc2ccco2)n1	76	-30	·	-3	1	1375	1	14	6	1.3	31
COc1cc(OC)c(OC)cc1CNCCNC(=O)c1nonc1N	104	7	0.37	-1	-1	1519	1.1	-2	8	0.9	0
CCCNC(=O)Nc1ccc(NC(C)=O)cc1	101	-2	·	4	1	1279	1	-4	2	1	-2
CCOC(=O)c1c(C)[nH]c(C(=O)Nc2ccc(C)c(Cl)c2)c1C	101	-3	0.27	-5	0	1459	1	-27	2	1	-4
CCC(C)NC(=O)C1CCN(S(=O)(=O)c2cccs2)CC1 (stereo unspecified)	109	5	0.021	6	-3	1512	1.1	5	-5	0.9	-10
Cc1ccc2c(c1)CCCN2C(=O)c1cccs1	146*	12	-0.2	15	4	1687	1	6	-5	0.9	-51

# Complete entries, quoted from the list. Values in the order: STAT3 act, bIAP inhibitor, ROMK mod, PPARg SRC-2 ag, PPARg SRC-1 ag, SRC2 TRFRET art, TNAP act hiacc, STAT1 blocker, PPARg SRC-3 ag, bIAP act, STAT3 inh
# COC(=O)N/N=C/c1cc(OC)c(O)c([N+](=O)[O-])c1 as listed: 92, -2, 0.46, 7, 10, 1665, 0.8, 1, 12, 1, 13
# Cn1c(Br)nc2c1c(=O)n(CC(O)COc1ccccc1)c(=O)n2C (stereo unspecified) as listed: 86, 2, ·, 1, 4, 1571, 1.1, 7, -5, 1, 20
